Diaph act CS: diaphorase activation or chemical reduction counter-screen; Diaphorase/resazurin coupled assay, resorufin fluorescence, 16 min; active compounds read high; 1 = vehicle wells, 0 = NADH-free wells; activation factor at 20 µM; hit rate 0.005% among 190,000;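 active = diaphorase activity raised at least twofold by the compound at 20 µM; inactive = activation factor below 2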
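Test system: Clostridium kluyveri diaphorase, purified enzyme. Buffer or medium: 50 mM HEPES pH 7.4 buffer plus MgCl2 and Tween 20. Also added: 0.114 mM NADH and 0.1 mM resazurin, final amounts. Dosing: compound 20 µM once, DMSO 1%. Schedule: 16 min enzyme reaction, ambient temperature. Detection: fluorescence of resorufin, 544 nm excitation, 590 nm emission.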
Hsp70 act: switches on Hsp70 transcription; activation, % at 10 µM; AID 1203; hit rate 0.04% among 200,000; HeLa Hsp70 promoter luciferase reporter, luminescence; scaled: vehicle 0, proteasome-inhibitor control 100%;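 active = activation above the mean across all tested compounds plus 3 SD, cutoff set per campaign, cut at about 5.5% in these data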;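 note: 100% = MG132 at 30 µM as the positive control and 0% = DMSO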
DTT redox prof: compounds producing H2O2 with reducing agent – biochemical, NIH compound library profiling, artefact control for MLSCN library redox annotation, primary screen. hit rate 0.03% among 200,000. activation, % at 10 µM. AID 878. DTT-dependent redox cycling H2O2, phenol red/HRP absorbance; 100% = 100 µM peroxide control, 0% = buffer;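 active = activation of at least 50% relative to the plate's high and low controls in the primary single-dose screen; inactive = activation below 50%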;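 note: compound incubated with DTT at 0.8 mM final as the reducing agent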
Lmaj promast: inhibitors of Leishmania major promastigote growth | Leishmania major promastigotes, resazurin fluorescence viability | inhibition, % at 10 µM | hit rate 9% among 200,000;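 note: promastigotes grown with compound for 44 hours at 28 °C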
S1P3 antagonist: blocks the human S1P3 receptor | CHO S1P3 NFAT-BLA reporter, FRET fluorescence, antagonist mode | Q99500 | hit rate 0.27% among 170,000 | inhibition, % at 4.98 µM;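 active = inhibition above the plate cutoff, the mean inhibition of test wells on that plate plus 3 SD, cut at about 28% in these data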;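 note: cells challenged with S1P at its EC80 of 0.8 µM; blue over green emission ratio from cleaved BLA substrate after 4 h stimulation; 0% = S1P-stimulated wells and 100% = unstimulated DMSO-only wells; some compounds past the cut are filed as inactive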
Target sequence (Q99500 whole entry, looked up): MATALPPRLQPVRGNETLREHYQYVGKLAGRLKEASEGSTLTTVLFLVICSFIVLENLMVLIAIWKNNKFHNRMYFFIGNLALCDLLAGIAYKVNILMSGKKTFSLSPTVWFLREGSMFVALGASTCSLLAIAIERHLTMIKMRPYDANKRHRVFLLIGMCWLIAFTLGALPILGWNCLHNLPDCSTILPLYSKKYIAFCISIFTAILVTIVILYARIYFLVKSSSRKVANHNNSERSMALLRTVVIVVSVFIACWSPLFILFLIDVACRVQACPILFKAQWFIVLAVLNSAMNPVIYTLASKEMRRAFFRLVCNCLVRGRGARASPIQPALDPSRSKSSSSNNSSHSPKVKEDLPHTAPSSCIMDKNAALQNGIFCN
RAM network inh: inhibitors of the yeast RAM network. S. cerevisiae dse1pr::URA3 reporter, 5-FOA growth OD615, 2 d; analog-sensitive cbk1-as2 kinase mutant strain. inhibition, % at 50 µM. hit rate 1.8% among 190,000. AID 868;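 active = inhibition above a set limit, 3 SD over mean compound inhibition, cut at about 8.4% in these data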;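 note: 0% = DMSO-only wells with no growth and 100% = 10 µM 1-NA-PP1 full growth; inhibition rescues growth on 5-FOA so higher OD means more RAM inhibition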
G6PDH CS: counter-screen for G6PDH assay hits: L. mesenteroides G6PDH inhibition; Purified L. mesenteroides G6PDH, diaphorase/resazurin coupled fluorescence, 45 min; inhibition, % at 5 µM; hit rate 0.12% among 200,000; AID 1020
TLR4-MyD88 BLA: blocks binding of human TLR4 to MyD88; inhibition, % at 8.4 µM; hit rate 0.18% among 200,000; O00206+Q99836; HeLa CL3-4 TLR4/MyD88 BLA complementation, FRET ratio; in the data active = inhibition above about 25%;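 note: 0% = vehicle and 100% = reference inhibitor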
Diaph inh CS: inhibits diaphorase or chemically oxidizes, flagging diaphorase assay artifacts | inhibition, % at 20 µM | hit rate 0.69% among 190,000 | diaphorase resazurin-to-resorufin fluorescence, NADH, 16 min; bacterial (C. kluyveri) enzyme, not human;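 active = primary screen inhibition at 20 µM above a set limit, cut at about 50% in these data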;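 note: plate controls were DMSO with full reaction for no effect and wells lacking NADH for full effect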
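controls = No-NADH positive control and DMSO neutral control | system = Clostridium kluyveri diaphorase enzyme | timing = reaction incubation of 16 min at room temperature | signal = resorufin fluorescence 544/590 nm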
PMI act: activators of human phosphomannose isomerase | P34949 | purified human PMI, coupled resazurin fluorescence, 20 min; active compounds read high; 1 = vehicle control, 0 substrate-free wells | activation factor at 20 µM | hit rate 0.005% among 190,000 | AID 1214;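 active = activation factor of 2 or more at 20 µM, relative to plate controls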
Target sequence (P34949 whole entry, looked up): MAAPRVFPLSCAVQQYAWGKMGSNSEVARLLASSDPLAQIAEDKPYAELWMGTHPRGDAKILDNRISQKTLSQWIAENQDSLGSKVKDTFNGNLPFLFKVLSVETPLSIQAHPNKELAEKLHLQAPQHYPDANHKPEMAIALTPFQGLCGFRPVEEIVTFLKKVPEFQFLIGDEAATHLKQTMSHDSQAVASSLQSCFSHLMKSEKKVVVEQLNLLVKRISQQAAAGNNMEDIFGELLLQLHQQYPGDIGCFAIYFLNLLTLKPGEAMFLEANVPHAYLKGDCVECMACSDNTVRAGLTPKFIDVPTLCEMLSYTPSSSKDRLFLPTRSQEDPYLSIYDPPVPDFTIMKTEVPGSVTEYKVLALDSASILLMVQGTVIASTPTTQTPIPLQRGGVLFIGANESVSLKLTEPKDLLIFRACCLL
PMI act hi M6P: increases human PMI activity with near-saturating mannose 6-phosphate | coupled PMI enzyme assay, resazurin fluorescence, 20 min; active compounds read high; 1 = untreated enzyme, 0 = substrate-free blank | activation factor at 20 µM | P34949 | hit rate 0.34% among 190,000 | AID 1216;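 active = activation factor of 2 or more at 20 µM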
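Test system – human PMI in coupled enzyme assay · Timing – 20 min incubation at room temperature · Detection – Diaphorase-driven resazurin-to-resorufin fluorescence, excitation 544, emission 590 nm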
Active calls of the source: *; · = no result given. Cut-off read from the data, not from the text of the source, unless noted: active = inhibition above about 50%; inactive = the rest.

SMILES	Diaph act CS	Hsp70 act	DTT redox prof	Lmaj promast	S1P3 antagonist	RAM network inh	G6PDH CS	TLR4-MyD88 BLA	Diaph inh CS	PMI act	PMI act hi M6P
Cc1ccc(S(=O)(=O)Oc2ccc(/C=N/NC(=O)c3nn(C)cc3Cl)cc2)cc1	0.8	-0.1	0.2	-7	·	5.5	5	-1	22	0.9	0.9
CCOC(=O)C1CCN(S(=O)(=O)C(F)(F)c2nc3ccccc3s2)CC1	0.9	-0.3	-3.3	-2	·	3.0	2	2	9	1	1
Cc1ccc(Nc2nc(/N=C/NO)n[nH]2)cc1C	1	0.0	-0.3	-3	-8	2.3	4	6	-3	1	1
c1ccc(Cn2c(SCc3cn4cccnc4n3)nnc2-c2ccco2)cc1	0.8	-0.1	-1.8	-7	-3	0.0	-5	-12	19	1	1
COc1ccccc1/C=N/Nc1nncc2ccccc12	1.1	-0.1	0.7	-4	5	-0.5	-27	-8	-8	1	1
Cc1cc(C(=O)N/N=C/c2cc(Br)ccc2OC(=O)c2ccc(Br)cc2)n[nH]1	0.9	-0.2	0.6	98*	-9	3.0	-65	9	5	1.1	1.1
NS(=O)(=O)c1ccc(CCNC(=O)CSc2nc3ccsc3c(=O)n2CC(=O)O)cc1	0.8	-0.1	0.5	-7	-14	0.8	14	7	16	1	1
COC(=O)C(CC(=O)c1cccc(OC)c1)c1ccc(F)cc1 (stereo unspecified)	0.8	-0.4	5.6	-3	1	0.3	5	-3	24	0.9	0.9
O=C(NCCCN=C1NS(=O)(=O)c2ccccc21)c1ccco1	1	-0.2	8.2	-1	·	3.8	5	4	2	1	1
CCOC(=O)C1(CCOc2ccccc2)CCN(Cc2ccc(CO)o2)CC1	0.9	-0.2	-0.5	62*	1	0.0	12	5	10	1	1
Cc1c(C#N)c(O)n(C)c(=O)c1N=Nc1ccc(S(N)(=O)=O)cc1	0.8	0.2	-1.0	42	9	0.5	4	0	21	0.9	0.7
COc1c(C)cc(Br)cc1C(=O)O	0.9	-0.2	3.8	-8	-1	0.1	11	2	10	0.8	0.9
Cc1cc(C)c(NC(=O)COc2nncc3ccccc23)c(C)c1	0.9	-0.4	-0.3	1	-9	5.3	-5	-7	5	1	1
CCOC(=O)C1CCN(C(=O)CN(Cc2ccccc2)S(C)(=O)=O)CC1	0.9	0.1	-0.2	-2	-10	-0.3	-6	0	10	0.9	0.9
CCOC(=O)Cn1cnc2c(C#N)c3n(c2c1=O)CCCCC3	0.8	0.1	-0.5	-3	-23	2.5	2	17	18	1	1
O=C(CCSCCc1ccccn1)Nc1c(F)c(F)c(F)c(F)c1F	1	0.3	0.4	39	1	2.4	-10	-6	0	1	1
CC1(C)CC(=O)C=C(N2CCCC2)C1	0.9	-0.1	1.0	-3	·	0.5	10	-8	12	0.9	0.9
COC(=O)c1cc(C(=O)NCCC(C)C)cc([N+](=O)[O-])c1	0.9	0.0	-1.8	19	-19	4.0	-1	16	11	1	1
CCn1ncc(/C=C/C(=O)c2ccccc2)c1C	0.9	0.4	-0.2	16	0	-1.6	7	5	10	1	0.9
CC1(C)CC(CCNC(=O)c2ccco2)CC(C)(C)N1	0.9	0.9	3.0	-3	-39	1.5	28	-4	12	0.9	0.9
O=C(N/N=C/c1cc(Cl)ccc1O)c1ccccc1Br	0.9	0.0	-1.7	98*	-6	-0.1	-1	3	8	0.9	1.2
COc1ccc(C(=O)NCCN2CCCC2)cc1OC	1	-0.1	0.1	-5	·	2.8	3	-12	-2	1	1
CCCOc1ccc(C(C)(O)CN2CCOCC2)cc1 (stereo unspecified)	0.9	-0.1	0.3	1	-31	1.3	-3	-11	11	0.9	1
CC(C)Nc1nc(Oc2cccc(Cl)c2Cl)cc(C(F)(F)F)n1	1	-0.2	1.7	0	·	-0.6	2	-9	1	0.9	1
Cc1ccc(-n2nc3c(c2NC(=O)c2ccc(S(=O)(=O)N4CCOCC4)cc2)CSC3)c(C)c1	0.8	0.3	-1.1	2	-34	3.9	2	1	24	0.9	0.9
Nc1nc(SCC(=O)N2CCCC2)[nH]c(=O)c1-c1ccccc1	0.9	0.4	0.7	-6	-6	0.0	5	-9	9	1	1
Cc1ccc(OCC(=O)NCc2ccccc2)c([N+](=O)[O-])n1	0.7	-0.2	0.4	12	4	1.0	-9	4	29	0.8	0.8
NC(=O)c1ccc(Br)c(S(=O)(=O)N2CCCCC2)c1	0.9	0.1	-0.4	-6	-71	1.3	1	12	10	0.9	0.9
N#Cc1c(-c2ccccc2)cc(C2CC2)nc1N	0.9	-0.3	-2.8	-10	27	-0.7	11	9	6	1	1
O=C(NCc1ccc2c(c1)OCO2)C1CCCN1S(=O)(=O)c1ccc(Cl)cc1 (stereo unspecified)	0.9	-0.3	0.1	-2	-5	1.8	6	0	7	0.9	0.9
Cc1ccc([N+](=O)[O-])cc1NC(=O)C[n+]1ccccc1	1	-0.4	-0.3	-2	-18	0.7	5	7	4	1	0.8
COC(=O)c1ccc(OCCCCN2CC(C)OC(C)C2)cc1 (stereo unspecified)	1.2	-0.1	-0.2	96*	-2	1.9	14	9	-23	1.1	1.1
CCOC(=O)CNC(=O)CSc1nc2c(C)cccc2cc1CC	1.1	-0.1	-0.2	-7	10	2.2	6	0	-10	1.1	1.1
COc1ccc(-c2ccnc3nc(/N=C/N(C)C)nn23)cc1	1	-0.2	-1.0	21	-26	1.8	-4	-14	4	1	1
COc1ccccc1NC(=O)/C=C/c1ccc2c(c1)OCO2	0.9	0.3	-0.2	11	13	-0.5	5	3	13	1	0.9
CCOC(=O)N1CCN(c2c(N3CCc4ccccc4C3)c(=O)c2=O)CC1	1	0.0	-0.2	-10	-25	-0.8	-12	-10	2	1.1	1.2

A different layout for part of the listing above:
SMILES,Diaph act CS,Hsp70 act,DTT redox prof,Lmaj promast,S1P3 antagonist,RAM network inh,G6PDH CS,TLR4-MyD88 BLA,Diaph inh CS,PMI act,PMI act hi M6P
Cc1ccc(OCC(=O)NCc2ccccc2)c([N+](=O)[O-])n1,0.7,-0.2,0.4,12,4,1.0,-9,4,29,0.8,0.8
NC(=O)c1ccc(Br)c(S(=O)(=O)N2CCCCC2)c1,0.9,0.1,-0.4,-6,-71,1.3,1,12,10,0.9,0.9

Other structures
SMILES	Diaph act CS	Hsp70 act	DTT redox prof	Lmaj promast	S1P3 antagonist	RAM network inh	G6PDH CS	TLR4-MyD88 BLA	Diaph inh CS	PMI act	PMI act hi M6P
Cc1cc(C(F)(F)F)n2nc(-c3cnn(C)c3C(F)(F)F)cc2n1	0.8	-0.3	0.7	-6	·	2.0	12	6	17	0.9	1
COc1cccc(-n2nnc3c(=O)n(Cc4ccc(Cl)cc4)cnc32)c1	0.9	-0.4	0.3	0	·	3.8	-1	9	11	1	1
Nc1ccc2oc(-c3cccs3)nc2c1	0.7	0.3	2.9	-5	11	-0.7	9	-16	27	0.9	0.5
CC(NC(=O)CN1C(=O)COc2ccccc21)c1ccccc1 (stereo unspecified)	1	0.0	0.8	-3	-9	-0.1	37	-8	0	0.9	1
COc1cccc(C(=O)CSc2nnc(COc3cccc4cccnc34)o2)c1	1	-0.5	0.0	-5	-9	3.7	-30	1	-1	1	1
Cc1nc(-c2cccnc2)sc1C(=O)Nc1cccc(C(F)(F)F)c1	0.8	-0.2	-0.8	7	·	-1.6	5	-2	20	0.9	1
CN1CCN(C(=S)NC(=O)/C=C/c2ccccc2Cl)CC1	0.8	-0.2	-0.4	-5	-16	0.1	9	-6	22	0.9	1
CCOC(=O)CSc1nnc(-c2cc(OC)c(OC)c(OC)c2)o1	1	-0.1	-0.1	-2	-11	0.4	6	17	-4	1	1.1
O=C(NC1CC2CCC1C2)C1CCN(S(=O)(=O)c2ccc(-c3nn[nH]n3)cc2)CC1 (stereo unspecified)	0.8	0.1	2.1	-7	11	3.7	11	3	19	1	1
CC(=O)c1cccc(NC(=O)C2CCN(C(=O)c3ccc([N+](=O)[O-])cc3)CC2)c1	1	-0.3	2.6	12	11	1.1	3	1	-2	1	1
CC(C)CCn1nnnc1C(c1ccc(F)cc1)N1CCC(C(N)=O)CC1 (stereo unspecified)	0.8	-0.2	-0.4	-6	7	-0.1	4	0	17	1	0.9
CC1CCN(CCCNC(=O)COc2cc(=O)n(C)c3ccccc23)CC1	1	-0.2	-0.1	4	-19	0.3	0	-11	-2	1	1
CC1(C)CC(=O)C2=C(C1)N(Cc1cccnc1)C(=O)C2(NC(=O)c1ccc(F)cc1)C(F)(F)F (stereo unspecified)	0.9	-0.4	1.8	-5	·	2.3	6	2	5	0.9	0.9
COc1ccc(OC)c(C2C(C(=O)Nc3nc4ccccc4s3)=C(C)NC3=C2C(=O)CCC3)c1 (stereo unspecified)	0.9	0.0	-5.0	98*	·	3.9	12	-18	5	1	1.1
Cc1cc(Cl)ccc1NC(=O)CCC(=O)N/N=C/c1cc([N+](=O)[O-])ccc1O	0.9	-0.1	-0.9	92*	-10	5.2	-11	6	14	1.2	1.3
COc1ccc(Br)cc1C(=O)Nc1ccccc1-c1ccccc1	1	0.1	0.9	10	·	12*	7	-7	-2	0.9	1
O=C(Nc1ccc(N2CCOCC2)c(C(=O)O)c1)c1ccco1	0.9	-0.3	0.1	-17	·	0.8	15	8	11	1	1
Cc1cc(=O)n(Cc2ccc(OC(C)C)cc2)c(=S)[nH]1	·	0.2	-1.0	-2	-36	0.5	8	11	·	·	·
COC(=O)c1ccccc1NC(=O)c1cc2sccc2n1C	0.8	0.1	2.5	-2	33	3.9	-2	3	22	1	1.1
C=CCn1c(SCC(=O)N2CCc3ccccc3C2)nc2sc(C)c(C)c2c1=O	0.8	-0.3	2.3	4	-10	5.1	-2	-4	18	0.9	0.9
CCOC(=O)C(=O)NC12CC3CC(CC(C3)C1)C2	0.9	-0.1	0.3	-5	-6	-0.8	-1	3	6	1.1	1.1
O=C(Cn1cc(C(F)(F)F)ccc1=O)N1CCN(S(=O)(=O)c2ccc(Cl)cc2)CC1	0.8	0.0	0.1	-2	-11	1.6	5	9	20	0.9	0.9
Cc1ccc(/C=N/NC(=O)c2sccc2OCc2ccc(F)cc2)cc1	0.9	-0.1	0.7	-4	·	4.5	-18	-13	8	1	1
CC1CCc2sc(C(=O)N/N=C/C3CCCCC3)cc2C1 (stereo unspecified)	0.8	-0.3	0.5	44	-9	0.4	-2	-12	18	0.9	0.9

Bioassay records as filed in PubChem BioAssay.
